DNMT1 block – human DNMT1 methyltransferase inhibitors, primary screen, biochemical, molecular beacon, fluorescence, HinP1I cleavage, uHTS; 360,000 compounds, 0.83% hits; inhibition (reported as % activation of signal), % at 10 µM; DNA (cytosine-5)-methyltransferase 1 (Homo sapiens), P26358; in the data active = inhibition above about 50%
NadD inh – inhibitors of S. aureus NadD, primary screen, biochemical, colorimetric, uHTS | Nicotinate-nucleotide adenylyltransferase NadD (Staphylococcus aureus N315) | purified NadD enzyme, colorimetric absorbance read-out | inhibition, % at 20 µM | 360,000 compounds, 0.78% hits; in the data active = inhibition above about 26%; also: some compounds past the cut are filed as inactive
NRP1-CendR mod – modulators of CendR peptide binding to NRP-1, primary screen, biochemical, fluorescence polarization, uHTS. inhibition, % at 25 µM. 360,000 compounds, 0.85% hits. AID 602438, 2012. Neuropilin-1 (Homo sapiens), O14786. FAM-RPARPAR peptide binding to NRP-1;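 active = inhibition or corrected inhibition above about 18%, plus a signal ratio from 0.5 to 1.5, limit read from the data, passing the limit was not always enough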; also: strong numbers were not always called active
STEP inh – STEP phosphatase inhibitors, primary screen, biochemical, fluorescence intensity, uHTS; 360,000 compounds, 0.25% hits; Tyrosine-protein phosphatase non-receptor type 5 (Homo sapiens), P54829; recombinant STEP, OMFP fluorogenic substrate; inhibition, % at 20 µM; AID 588621, 2011;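 active = inhibition at 20 µM, scaled per plate between control wells, above about 37%, limit read from the data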;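 also: 0% = DMSO with enzyme and substrate and 100% = substrate only without enzyme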
Target sequence (P54829 whole entry, looked up): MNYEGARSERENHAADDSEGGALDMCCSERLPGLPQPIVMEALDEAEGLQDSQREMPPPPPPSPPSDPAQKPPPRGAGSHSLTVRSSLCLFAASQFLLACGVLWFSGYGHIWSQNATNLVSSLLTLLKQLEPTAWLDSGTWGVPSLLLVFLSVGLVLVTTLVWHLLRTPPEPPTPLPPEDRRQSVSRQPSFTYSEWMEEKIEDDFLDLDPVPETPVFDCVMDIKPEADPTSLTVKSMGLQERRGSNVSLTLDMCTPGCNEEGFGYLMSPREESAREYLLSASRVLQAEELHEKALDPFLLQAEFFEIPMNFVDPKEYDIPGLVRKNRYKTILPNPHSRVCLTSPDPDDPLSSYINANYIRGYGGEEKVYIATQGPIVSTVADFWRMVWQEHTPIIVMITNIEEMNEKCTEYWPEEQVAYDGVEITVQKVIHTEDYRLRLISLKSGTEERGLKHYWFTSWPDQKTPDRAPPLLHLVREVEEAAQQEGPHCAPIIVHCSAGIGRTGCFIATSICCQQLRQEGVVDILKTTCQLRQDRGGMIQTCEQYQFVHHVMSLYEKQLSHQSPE
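Assay system: isolated STEP enzyme. Buffer or medium: pH 6.0 Bis-Tris with DTT and Tween 20. Also added: fluorogenic phosphatase substrate OMFP at 25 µM final. Dosing: 20 µM, 1% DMSO. Timing: 20 min reaction, room temperature, in the dark. Measured by: fluorescence intensity, excitation 480 nm, emission 540 nm. Evaluation: normalized % inhibition.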
LMPTP block – LMPTP phosphatase inhibitors, primary screen, biochemical, fluorescence intensity, uHTS. Low molecular weight phosphotyrosine protein phosphatase (Homo sapiens), P24666. recombinant LMPTP-A, OMFP fluorogenic substrate. inhibition, % at 20 µM. 360,000 compounds, 0.22% hits. AID 651560, 2012;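 active = compounds that cut the enzyme signal by at least half of the control window in the single-dose screen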;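 also: plate controls were DMSO wells with enzyme plus substrate for no effect and substrate without enzyme for full effect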
Target sequence (P24666 whole entry, looked up): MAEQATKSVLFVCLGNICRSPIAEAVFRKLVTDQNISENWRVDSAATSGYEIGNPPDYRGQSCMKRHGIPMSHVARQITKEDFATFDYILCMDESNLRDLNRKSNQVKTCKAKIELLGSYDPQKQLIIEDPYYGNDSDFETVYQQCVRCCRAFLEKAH
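Assay system: LMPTP-A, protein tyrosine phosphatase of low molecular weight / Medium: pH 6.0 Bis-Tris buffer with DTT and Triton X-100 / Schedule: 50 min enzyme reaction at room temperature, protected from light / Measured by: endpoint fluorescence intensity from OMFP dephosphorylation / Read-out basis: % inhibition relative to no-enzyme and uninhibited control wells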
Neddyl block – inhibitors of cullin neddylation, primary screen, biochemical, TR-FRET, uHTS, NAE and Ubc12; calls only at 25 µM; 360,000 compounds, 0.58% hits; AID 651699, 2012; in the data active = inhibition above about 36%
SKN-1 block – suppressors of acrylamide-induced Pgst-4::GFP reporter in worms, primary screen, SKN-1 inhibitor project, whole organism, uHTS, GFP/RFP fluorescence ratio, strain VP596 | C. elegans VP596 Pgst-4::GFP/RFP ratio, 24 h | inhibition, % at 21.8 µM | 360,000 compounds, 0.49% hits | AID 624304, 2012;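 active = interference check ratio from 0.5 to 1.5 plus GFP to RFP signal ratio inhibition reaching or exceeding a fixed threshold, cut at about 30% in these data, passing the limit was not always enough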; also: some compounds called inactive have numbers as strong as hits
Scp-1 inhibitor – Scp-1 phosphatase inhibitors, primary screen, biochemical, colorimetric, uHTS; Carboxy-terminal domain RNA polymerase II polypeptide A small phosphatase 1 (Homo …; Recombinant Scp1, phosphopeptide, malachite green phosphate absorbance; inhibition, % at 20 µM; 340,000 compounds, 0.88% hits; AID 493091, 2011;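 active = inhibition above about 50% at 20 µM, limit read from the data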;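 also: plate controls were DMSO wells with enzyme for no effect and wells lacking enzyme for full effect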
Target sequence (Q9GZU7 76-261 limits assumed): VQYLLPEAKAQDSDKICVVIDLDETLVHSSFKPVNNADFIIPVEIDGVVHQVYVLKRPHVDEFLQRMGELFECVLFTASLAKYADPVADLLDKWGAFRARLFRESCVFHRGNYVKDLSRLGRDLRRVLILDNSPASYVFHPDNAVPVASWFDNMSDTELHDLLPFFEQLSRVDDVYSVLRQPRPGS
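Times: enzyme reaction 45 min at room temperature, colour 5 min, stabilisation 30 min. Material: SCP-1 catalytic fragment, aa 76-261. Medium: Acidic Tris acetate buffer with magnesium and detergent. Signal: colorimetric free-phosphate detection, absorbance 630 nm. Read-out basis: % inhibition of SCP-1 phosphate liberation. Reagent: Phosphorylated 17-residue peptide substrate.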
SUMO1-SIM PPI – modulators of SUMO1 protein-protein interactions, primary screen, biochemical, uHTS | AID 602429, 2012 | Small ubiquitin-related modifier 1 (Homo sapiens), P63165 | inhibition, % at 20 µM | SUMO1 binding to a labelled peptide, TR-FRET, 1 h | 360,000 compounds, 0.33% hits; in the data active = inhibition above about 37%
Target sequence (P63165 whole entry, looked up): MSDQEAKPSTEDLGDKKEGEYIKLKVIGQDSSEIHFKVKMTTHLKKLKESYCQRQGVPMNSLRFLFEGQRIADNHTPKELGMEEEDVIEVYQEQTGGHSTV
TbMetRS inhib – T. brucei MetRS inhibitors, primary screen, biochemical, luminescence | methionyl-tRNA synthetase (Trypanosoma brucei brucei) | purified T. brucei MetRS, ATP depletion, Kinase-Glo luminescence | inhibition, % at 11.9 µM | 360,000 compounds, 0.4% hits | AID 624268, 2012;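 active = inhibition above a per-plate cutoff of the control wells' mean inhibition plus 3 SD, cut at about 5.5% in these data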;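 also: 0% = DMSO wells median and 100% = median of wells with control inhibitor compound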
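Test system: purified T. brucei MetRS enzyme. Also added: ATP, methionine and E. coli bulk tRNA substrates. Compound: 11.9 µM single point. Schedule: 15 min enzyme-compound preincubation, 2 h reaction, 10 min detection, 25 °C. Signal: luciferase luminescence of residual ATP, Kinase-Glo. Evaluation: percent inhibition versus plate control medians. Controls: DMSO wells, low control.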
An asterisk follows results filed as active.

Results for Nc1ccc(-c2ccc(N)c([N+](=O)[O-])c2)cc1[N+](=O)[O-] ?
DNMT1 block: -1; NadD inh: 7; NRP1-CendR mod: 11; STEP inh: 2; LMPTP block: 25; Neddyl block: inactive; SKN-1 block: 11; Scp-1 inhibitor: -2; SUMO1-SIM PPI: -26; TbMetRS inhib: -0.3

How did S=c1[nH]nc(COc2ccccc2)n1/N=C/c1cccnc1 do in these assays?
DNMT1 block: 1; NadD inh: 6; NRP1-CendR mod: -4; STEP inh: 0; LMPTP block: -2.8; Neddyl block: inactive; SKN-1 block: 20; Scp-1 inhibitor: 1; SUMO1-SIM PPI: -3; TbMetRS inhib: 0.0

What do the screens show for `O=C(Nc1ccc2nccnc2c1)c1cnccn1`?
DNMT1 block: -2; NadD inh: 0; NRP1-CendR mod: -6; STEP inh: -4; LMPTP block: -1.2; Neddyl block: inactive; SKN-1 block: 11; Scp-1 inhibitor: -9; SUMO1-SIM PPI: -21; TbMetRS inhib: 0.4

How did Cc1ccc(C(NC(=O)C2CCCCC2)c2c(O)ccc3ccccc23)cc1 (stereo unspecified) do in these assays?
DNMT1 block: -4; NadD inh: 10; NRP1-CendR mod: 6; STEP inh: 7; LMPTP block: 3.0; Neddyl block: inactive; SKN-1 block: 2; Scp-1 inhibitor: -13; SUMO1-SIM PPI: -2; TbMetRS inhib: -0.1

How did COc1cccc(NC(=S)N(CCCN2CCOCC2)C(C)c2cc3cccc(OC)c3o2)c1 (stereo unspecified) do in these assays?
DNMT1 block: 0; NadD inh: -11; NRP1-CendR mod: 4; STEP inh: 0; LMPTP block: -1.3; Neddyl block: inactive; SKN-1 block: -15; Scp-1 inhibitor: 3; SUMO1-SIM PPI: 0; TbMetRS inhib: -0.6

What do the screens show for `Cc1cc(O)cc(O)c1-c1onc(C(F)(F)F)c1-c1cscn1`?
DNMT1 block: -4; NadD inh: 1; NRP1-CendR mod: 11; STEP inh: 0; LMPTP block: -1.5; Neddyl block: inactive; SKN-1 block: 5; Scp-1 inhibitor: 0; SUMO1-SIM PPI: -1; TbMetRS inhib: -0.3

How did Cc1ccc(-c2nc3ccc(Cl)cn3c2Cc2ccccc2C(F)(F)F)cc1 do in these assays?
DNMT1 block: -2; NadD inh: 14; NRP1-CendR mod: -5; STEP inh: -2; LMPTP block: -0.3; Neddyl block: inactive; SKN-1 block: 14; SUMO1-SIM PPI: 3; TbMetRS inhib: -1.3

What do the screens show for `COC(=O)c1cccc(NC(=O)CN2CCN(c3ccc(OC)cc3)CC2)c1`?
DNMT1 block: 5; NadD inh: 0; NRP1-CendR mod: -2; STEP inh: -2; LMPTP block: -0.2; Neddyl block: inactive; SKN-1 block: -1; Scp-1 inhibitor: 3; SUMO1-SIM PPI: 4; TbMetRS inhib: -1.2

Results for O=C(c1cc(COc2c(F)cccc2F)on1)N1C[C@H]2CC[C@H]1C2 ?
DNMT1 block: 2; NadD inh: 0; NRP1-CendR mod: 2; STEP inh: -2; LMPTP block: -1.3; Neddyl block: inactive; SKN-1 block: 24; Scp-1 inhibitor: -7; SUMO1-SIM PPI: 1; TbMetRS inhib: -0.2

Results for COc1cccc(OC)c1C(=O)Nc1ccc(N2CCCC2)cc1 ?
DNMT1 block: 14; NadD inh: 13; NRP1-CendR mod: -9; STEP inh: 0; LMPTP block: 9.7; Neddyl block: inactive; SKN-1 block: -5; Scp-1 inhibitor: 0; SUMO1-SIM PPI: 0; TbMetRS inhib: -0.8

What do the screens show for `CN(c1ccccc1)S(=O)(=O)c1cc(C(=O)c2nccn2C)ccc1Cl`?
DNMT1 block: 0; NadD inh: 2; NRP1-CendR mod: 0; STEP inh: 0; LMPTP block: -1.0; Neddyl block: inactive; SKN-1 block: 10; Scp-1 inhibitor: -1; SUMO1-SIM PPI: -1; TbMetRS inhib: -0.4

What do the screens show for `COC(=O)c1ccc(C)c(NC(=O)CSc2nnc3ccccn23)c1`?
DNMT1 block: 4; NadD inh: 3; NRP1-CendR mod: 5; STEP inh: -2; LMPTP block: -1.6; Neddyl block: inactive; SKN-1 block: -9; Scp-1 inhibitor: -1; SUMO1-SIM PPI: -2; TbMetRS inhib: -0.3

Results for CC(C)CNC(=O)c1ccccc1NC(=O)/C=C/c1cccc([N+](=O)[O-])c1 ?
DNMT1 block: 1; NadD inh: -1; NRP1-CendR mod: -12; STEP inh: -1; LMPTP block: -0.7; Neddyl block: inactive; SKN-1 block: 11; Scp-1 inhibitor: 9; SUMO1-SIM PPI: -3; TbMetRS inhib: -0.4

What do the screens show for `O=C(O)CCCn1c(O)c(C=C2N=c3ccccc3=N2)sc1=S`?
DNMT1 block: 3; NadD inh: -4; NRP1-CendR mod: -10; STEP inh: 0; LMPTP block: 1.0; Neddyl block: inactive; SKN-1 block: 3; Scp-1 inhibitor: -7; SUMO1-SIM PPI: -24; TbMetRS inhib: 29*

Results for COc1ccc(Nc2cccc3ccccc23)cc1 ?
DNMT1 block: 1; NadD inh: 9; NRP1-CendR mod: 6; STEP inh: 2; LMPTP block: 6.6; Neddyl block: inactive; SKN-1 block: 19; Scp-1 inhibitor: -12; SUMO1-SIM PPI: -9; TbMetRS inhib: -0.3

What do the screens show for `O=C(Nc1cc2c3c(c1)C1CCCC1CN3CC1CCCC21)c1ccc([N+](=O)[O-])cc1` (stereo unspecified)?
DNMT1 block: 12; NadD inh: 19; NRP1-CendR mod: 6; STEP inh: 3; LMPTP block: 2.8; Neddyl block: inactive; SKN-1 block: 1; Scp-1 inhibitor: 0; SUMO1-SIM PPI: -13; TbMetRS inhib: -0.3

What do the screens show for `COCCNC(=O)C(c1ccc(O)cc1)N(Cc1ccco1)C(=O)CCC(=O)Nc1nccs1` (stereo unspecified)?
DNMT1 block: -2; NadD inh: -2; NRP1-CendR mod: 18; STEP inh: 5; LMPTP block: -0.2; Neddyl block: inactive; SKN-1 block: 26; Scp-1 inhibitor: -8; SUMO1-SIM PPI: 1; TbMetRS inhib: -0.8

How did CCN1C(=O)c2cccc3c(S(=O)(=O)Nc4ccccc4OC)ccc1c23 do in these assays?
DNMT1 block: 1; NadD inh: -3; NRP1-CendR mod: 10; STEP inh: 0; LMPTP block: 0.6; Neddyl block: inactive; SKN-1 block: -4; Scp-1 inhibitor: -8; SUMO1-SIM PPI: -14; TbMetRS inhib: 0.0

What do the screens show for `COC(CNC(=O)[C@H](Cc1ccccc1)N1Cc2ccccc2C1=O)OC`?
DNMT1 block: -1; NadD inh: -4; NRP1-CendR mod: -4; STEP inh: 2; LMPTP block: -0.8; Neddyl block: inactive; SKN-1 block: 11; Scp-1 inhibitor: -5; SUMO1-SIM PPI: 4; TbMetRS inhib: 0.5

What do the screens show for `CC(C)(C)c1nnc(NC(=O)c2ccc(Cl)nc2)s1`?
DNMT1 block: 4; NadD inh: 6; NRP1-CendR mod: 16; STEP inh: 2; LMPTP block: -1.4; Neddyl block: inactive; SKN-1 block: -4; Scp-1 inhibitor: 1; SUMO1-SIM PPI: -3; TbMetRS inhib: 0.0

Results for O=C(CC1SC(N2CCOCC2)=NC1=O)Nc1cccc(C(F)(F)F)c1 (stereo unspecified) ?
DNMT1 block: 1; NadD inh: 3; NRP1-CendR mod: -5; STEP inh: 2; LMPTP block: -1.7; Neddyl block: inactive; SKN-1 block: 12; Scp-1 inhibitor: -8; SUMO1-SIM PPI: -1; TbMetRS inhib: 0.0

Results for NC(=O)C1CCN(C(=O)C2c3ccccc3C(=O)N3CCc4ccccc4C23)CC1 (stereo unspecified) ?
DNMT1 block: -12; NadD inh: -6; NRP1-CendR mod: -2; STEP inh: 0; LMPTP block: -2.0; Neddyl block: inactive; SKN-1 block: 3; Scp-1 inhibitor: -4; SUMO1-SIM PPI: -3; TbMetRS inhib: -0.6

Results for COc1ccc(C2c3c(oc4ccc(Cl)cc4c3=O)C(=O)N2CCN2CCOCC2)cc1 (stereo unspecified) ?
DNMT1 block: 1; NadD inh: -4; NRP1-CendR mod: -8; STEP inh: 0; LMPTP block: -1.2; Neddyl block: inactive; SKN-1 block: -3; Scp-1 inhibitor: -12; SUMO1-SIM PPI: -18; TbMetRS inhib: -0.1

Results for CCCCCCSc1ccc(-c2nc3cnccn3c2NCCCC)cc1 ?
DNMT1 block: -11; NadD inh: 0; NRP1-CendR mod: -37; STEP inh: 3; LMPTP block: 2.6; Neddyl block: inactive; SKN-1 block: 9; Scp-1 inhibitor: 18; SUMO1-SIM PPI: -1; TbMetRS inhib: 0.1

How did COc1cc(SC)ccc1C(=O)NCCc1c[nH]c2ccccc12 do in these assays?
DNMT1 block: -7; NadD inh: -4; NRP1-CendR mod: 9; STEP inh: 4; LMPTP block: -0.3; Neddyl block: inactive; SKN-1 block: -7; Scp-1 inhibitor: -6; SUMO1-SIM PPI: 3; TbMetRS inhib: -0.9

How did COC1=C/C(=C/c2c(N)n3cc(C)sc3nc2=O)C=CC1=O do in these assays?
DNMT1 block: -2; NadD inh: 0; NRP1-CendR mod: -188; STEP inh: 0; LMPTP block: 2.1; Neddyl block: inactive; SKN-1 block: 6; Scp-1 inhibitor: -5; SUMO1-SIM PPI: -39; TbMetRS inhib: -0.4

What do the screens show for `COc1cccc(CN2C(=O)c3ccccc3S2(=O)=O)c1`?
DNMT1 block: 1; NadD inh: 0; NRP1-CendR mod: 4; STEP inh: -1; LMPTP block: -5.4; Neddyl block: inactive; SKN-1 block: -4; Scp-1 inhibitor: 2; SUMO1-SIM PPI: 2; TbMetRS inhib: -0.6
